LDHA block – blocks human lactate dehydrogenase A; P00338; AID 1347041; activity change, % (values are at about 110 or 230 µM); purified LDHA, NADH/diaphorase-resazurin fluorescence; stronger effect = lower value; hit rate 0.15% among 480,000; in the data active means activity change below about -30%; inconclusive means mostly about -25% to -30%;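 further: plate controls were DMSO wells for no effect and wells without enzyme for full effect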
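Enzyme activity of human lactate dehydrogenase 5 (2 nM; 0.06 mM NADH, 0.2 mM pyruvate, 5 min, RT) is measured via a resazurin/diaphorase fluorescence readout of residual NADH.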
12-LOX inh – inhibitors of human 12S-lipoxygenase ALOX12; P18054; Potency, µM (titrated, usually from 108 µM), for the others: at the highest dose activity change, negative = inhibition, usual class: inhibitors; purified 12hLO, xylenol orange hydroperoxide absorbance; AID 1671190; hit rate 1.1% among 580,000; further: potency means the concentration at half of the fitted maximal effect; on the % scale 0 is the no-effect control and ±100 the full control effect
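Purified human 12hLO at 150 nM in 25 mM Hepes, 0.01% Triton X-100, pH 7.0, preincubated 15 min at room temperature with compound. Reaction started with 40 uM arachidonic acid, 30 min at room temperature. Hydroperoxide measured by Fe-xylenol orange, 573/405 nm absorbance ratio.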
APE1 inh – inhibitors of human APE1 endonuclease; P27695; recombinant APE1, TAMRA/BHQ-2 abasic DNA cleavage fluorescence; Potency, µM (top dose mostly 65.8 µM), without a hit: at the highest dose activity change, negative = inhibition, usual class: inhibitors; hit rate 0.35% among 350,000; AID 2517;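 further: potency means the concentration at half of the fitted maximal effect; plate controls were vehicle for no effect and reference inhibitor for full effect; nearly all actives have a fitted effect of over 55% in size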
Target sequence (P27695 whole entry, looked up): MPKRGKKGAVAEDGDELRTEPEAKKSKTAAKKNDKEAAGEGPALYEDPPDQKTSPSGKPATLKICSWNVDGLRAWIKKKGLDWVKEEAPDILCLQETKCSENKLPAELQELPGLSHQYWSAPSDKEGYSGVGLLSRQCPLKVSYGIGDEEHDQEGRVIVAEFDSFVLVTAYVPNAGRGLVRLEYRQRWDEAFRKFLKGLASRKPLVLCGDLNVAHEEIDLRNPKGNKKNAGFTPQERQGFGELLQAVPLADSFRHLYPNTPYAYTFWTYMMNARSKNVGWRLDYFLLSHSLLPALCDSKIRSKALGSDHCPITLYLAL
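Endonuclease cleavage of a quenched abasic-site DNA duplex (50 nM) by APE1 (0.75 nM) was tracked by TAMRA dequenching. Compounds were preincubated with enzyme 15 min at room temperature; data normalized to buffer-only and DMSO wells plus NSC13755 control.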
POLK inh – DNA polymerase kappa (human) inhibition; purified Pol kappa, fluorescent DNA synthesis assay, 10 min; Potency, µM (highest dose often 107 µM), without a hit: top-dose activity, negative = inhibition, actives largely listed as inhibitors; AID 588579; hit rate 0.53% among 400,000; Q9UBT6; further: potency means the concentration at half of the fitted maximal effect; on the % scale 0 is the no-effect control and ±100 the full control effect
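Activity was followed as the change in fluorescence between reads at 0 and 10 min after starting the reaction with 50 nM substrate. Beforehand, 10 nM polymerase had been preincubated with compound for 15 min at room temperature.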
RGS4 inhibitor – human RGS4 inhibition. hit rate 0.039% among 390,000. AID 504845. Potency, µM (highest dose often 114 µM), inactives show top-dose activity change, negative = inhibition, usual class: inhibitors. P49798. Transcreener GDP fluorescence polarization, RGS4-accelerated GTP hydrolysis; further: potency means the concentration at half of the fitted maximal effect; on the % scale 0 is the no-effect control and ±100 the full control effect; nearly all actives have a fitted effect of over 75% in size; some results filed as inactive show a strong effect at the top dose
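MLSMR compounds (23 nl, pin-transferred) preincubated 10 min at room temperature with a 500nM (2x) first reagent, then RGS4 at 900nM (2x) plus Transcreener GDP mix added; fluorescence polarization (620/688 nm) read before and after 90 min at 30 °C.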
Anesthetic bind – candidate novel general anesthetic via apoferritin binding | P02791 | apoferritin/1-aminoanthracene competitive binding, fluorescence | Potency, µM (series often up to 77.5 µM), for inactives: at the top dose activity change, negative = displacement, most hits filed as inhibitors | hit rate 0.074% among 350,000 | AID 485281; further: potency means the concentration at half of the fitted maximal effect; on the % scale 0 is the no-effect control and ±100 the full control effect; nearly all actives have a fitted effect of over 20% in size
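Horse-spleen apoferritin (10 uM) in 50% saturated 1-aminoanthracene in PBS was incubated 10 min at room temperature with compound. Fluorescence (ex 380, em 535 nm) was normalized to free and bound 1-AMA, with concentration-response fitted by a four-parameter Hill equation.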
POLB inh – DNA polymerase beta (human) inhibition | P06746 | Pol beta primer extension/strand displacement, fluorescence kinetic | Potency, µM (top dose mostly 114 µM), for inactives: at the top dose activity change, negative = inhibition, most hits filed as inhibitors | hit rate 1.3% among 340,000 | AID 485314; further: potency means the concentration at half of the fitted maximal effect; on the % scale 0 is the no-effect control and ±100 the full control effect
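Human Pol beta at 10 nM; strand-displacement substrate 50 nM final. Compound exposure 15 min at room temperature before start, reaction 10 min at room temperature.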
ERG Ets-DNA blk – blocks human ERG Ets domain binding to DNA. fluorescence polarization, His-ERG Ets domain / labelled DNA. AID 624246. Potency, µM (top dose mostly 76.9 µM), inactives show at the highest dose FP activity, negative = inhibition, most hits filed as inhibitors. P11308. hit rate 0.028% among 370,000; active means well fitted inhibition curve with a large enough effect in the polarisation, with a control signal flat; inconclusive means small, poorly fitted or top-dose-only effect, or effect the other way, or a change in a side signal; inactive means no such curve, though single readings can be large or run the other way; the % refers to the polarisation;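 further: polarization taken with two DNA probes labelled with fluorescein and Texas red; potency means the concentration at half of the fitted maximal effect; % of control where 0% means no effect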
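His-tagged ERG Ets domain (1 uM in the protein solution; 300mM KCl, 50mM Tris-HCl, 1mM EDTA, 1mM DTT, pH 7.5) received compound, then a probe mix of 5 nM fluorescein-DNA and 100nM Texas-615-DNA. Fluorescence polarization was read for both dyes.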
Pol eta inh – DNA polymerase eta (human) inhibition. hit rate 1.2% among 390,000. Potency, µM (highest dose often 114 µM), inactives show top-dose activity change, negative = inhibition, usual class: inhibitors. AID 588591. recombinant Pol eta, fluorescent DNA replication assay. Q9Y253; further: potency means the concentration at half of the fitted maximal effect; on the % scale 0 is the no-effect control and ±100 the full control effect
Target sequence (Q9Y253 whole entry, looked up): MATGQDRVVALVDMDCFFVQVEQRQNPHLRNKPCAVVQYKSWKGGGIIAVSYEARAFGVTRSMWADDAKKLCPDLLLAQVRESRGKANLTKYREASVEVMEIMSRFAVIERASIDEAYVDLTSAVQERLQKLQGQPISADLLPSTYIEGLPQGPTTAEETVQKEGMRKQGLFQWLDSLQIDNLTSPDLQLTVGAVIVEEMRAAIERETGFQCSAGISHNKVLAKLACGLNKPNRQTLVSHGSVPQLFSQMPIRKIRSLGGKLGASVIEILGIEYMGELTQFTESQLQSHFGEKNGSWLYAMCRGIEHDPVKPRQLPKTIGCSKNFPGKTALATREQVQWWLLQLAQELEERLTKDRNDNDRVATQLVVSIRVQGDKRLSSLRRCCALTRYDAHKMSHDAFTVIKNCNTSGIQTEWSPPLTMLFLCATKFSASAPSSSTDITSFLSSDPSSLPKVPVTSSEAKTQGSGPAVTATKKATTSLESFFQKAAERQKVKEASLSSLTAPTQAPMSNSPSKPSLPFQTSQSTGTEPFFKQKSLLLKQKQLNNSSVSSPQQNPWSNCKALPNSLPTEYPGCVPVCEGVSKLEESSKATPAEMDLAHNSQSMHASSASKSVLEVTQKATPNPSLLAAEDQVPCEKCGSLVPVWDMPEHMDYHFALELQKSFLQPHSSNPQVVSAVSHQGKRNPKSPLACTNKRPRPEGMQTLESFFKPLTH
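Fluorescent replication assay: 50 nM final substrate added after a 15 min room-temperature compound preincubation with 10 nM enzyme. Signal taken at 0 min and again at 10 min.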
* marks the source's active call; other numbers are inactive results; ? = inconclusive; · = not tested or not shown; & = joins results of further samples; [ ] = dose if it differs, or a comment. Unless noted, the call rests on the fitted dose curve; in most records, active means well fitted curve in the direction sought with a large enough effect; inconclusive means small, poorly fitted or top-dose-only effect, or another doubt; inactive means no such curve, though single readings can be large; an effect the other way counts as inactive or inconclusive.

item	SMILES	LDHA block	12-LOX inh	APE1 inh	POLK inh	RGS4 inhibitor	Anesthetic bind	POLB inh	ERG Ets-DNA blk	Pol eta inh
1	COc1cccc(/C=N/N2C(=O)NC3(CCCCC3)C2=O)c1O	11	?	-2%	-16%	-18%	37%[activator]	32%	-3%	-10%
2	OCC1OC2C(NC(=S)N2c2ccccc2)C(O)C1O (stereo not given)	-5	-2%	·	-20%	0%	·	·	-12%	-16%
3	CCN(C(=O)COC(=O)/C(=C/c1ccccc1)n1nnnc1C)C1CCCCC1	-5	-25%	11%	?	-39%	·	·	-15%	-12%
4	COc1ccc2[nH]c(=O)c(CNC3CCCCC3)cc2c1	-3	1%	3%	9%	1%	14%	5%	1%	-8%
5	Cc1ccc(-c2csc(-c3c[nH]c4ccccc34)n2)cc1	0	-3%	-3%	-16%	-11%	0%	2%	-7%	?
6	COc1ccc(CN2c3cc(S(=O)(=O)N4CCOCC4)ccc3N3CCCC32)cc1 (stereo not given)	-2	77%[activator]	?	-2%	-25%	-8%	11%	2%	-6%
7	O=C(CN(C(=O)c1csnn1)c1cccc(Cl)c1)NCCc1ccccc1	-11	-13%	-4%	-2%	9%	-11%	54%	3%	-4%
8	Cc1ccccc1NC(=O)C1CCC(CNS(=O)(=O)c2ccc3c(c2)C(C)(C)C(=O)N3C)CC1 (stereo not given)	2	-8%	·	1%	-46%	?	10%	-3%	-15%
9	CCOC(=O)c1sc(Nc2nc3ccc(OC)cc3s2)cc1C	-9	-9%	1%	-21%	1%	77%[activator]	?	-1%	-16%
10	CCC(CC)c1nnc(NC(=O)c2nc3nc(C)cc(C)n3n2)s1	0	?	23%	-13%	1%	-5%	15%	7%	-5%
11	COc1ccc(NC(=O)COc2cccnc2[N+](=O)[O-])cc1OC	-2	50%[activator]	-2%	0%	-2%	-7%	4%	0%	-15%
12	N=c1c2c(-c3ccccc3)c(-c3ccccc3)n(Cc3ccco3)c2ncn1CCO	-4	6%	-1%	-2%	-20%[11.4 µM]	-2%	53%	-4%	5%
13	COc1ccc(NCc2nnc(SCC(=O)c3ccc(OC)cc3)o2)cc1	16	0%	-2%	-6%	?	?	38%	-3%	-7%
14	CN(C)c1cccc(C(=O)NCc2ccc(Cl)cc2)c1	-2	1%	-4%	5%	?	-23%	1%	1%	-23%
15	Cc1ncc([N+](=O)[O-])n1CC(=O)Nc1cccc(C(F)(F)F)c1	-2	?	24%	9%	-14%	-13%	21%	12%	-10%
16	O=S(=O)(c1ccc(Cl)cc1)n1cnc2ccccc21	1	?	5%	-1%	-21%	-7%	9%	0%	-9%
17	Cc1ccc(-c2cc(C(=O)Nc3c(C)n(C)n(-c4ccccc4)c3=O)[nH]n2)c(O)c1	0	?	-6%	0%	32%	-3%	16%	-5%	-11%
18	Oc1c(CN2CCN(c3ccccc3)CC2)cc(Br)c2cccnc12	2	-21%	64%[activator]	-5%	-5%	-2%	0%	-1%	-7%
19	Cc1ccccc1OCC(=O)NCCCNC(=O)c1ccncc1	-1	-10%	2%	-15%	21%	-1%	54%	-6%	5%
20	Cc1nnc(N2CCCC(C(=O)NCc3cccc(F)c3)C2)c2nn(-c3ccccc3)c(C)c12 (stereo not given)	-6	-25%	-11%	-16%	-10%[56.9 µM]	-21%	-8%	6%	-10%
21	CCCCn1cnc2c(SCCc3ccccc3)nc(N)nc21	-2	-10%	·	-14%	11%	·	·	3%	-8%
22	Cc1ncc[nH]1	-3	-2%	-2%&6%	3%	-5%	·	·	6%	-21%
23	CCc1ccc(NC(=O)Cn2nc(C)n3cccc3c2=O)cc1	-3	-1%	47%	0%	0%	63%[activator]	12%	9%	-5%
24	CCC1CCC(C(=O)NC(C(=O)NCCc2ccc(S(N)(=O)=O)cc2)C(C)C)CC1 (stereo not given)	-2	0%	-2%	6%	1%	5%	3%	11%	?
25	CCC(C)CNC(=O)c1cccc(OC2CCN(CC(C)(C)C)CC2)c1 (stereo not given)	1	0%	·	7%	-37%	·	·	-5%	-14%
26	Cc1cccc(/N=C/c2sc3ccccc3c2O)n1	-3	-4%	-1%	-19%	-33%	-12%	-15%	103%[activator]	-5%
27	COc1ccccc1-n1nnnc1SCC(=O)NC1CCCCC1	-3	1%	7%	2%	20%	-2%	51%	8%	-23%
28	O=C(CN1CCN(S(=O)(=O)c2ccc(Br)cc2)CC1)c1ccc(O)c(O)c1	9	?	39%	-15%	21%	-20%	-28%	-8%	?
29	COc1ccc(/C=C/C=N/NC(=O)COc2ccc(OC)cc2)cc1	-5	-2%	7%	-13%	-19%	6%	9%	7%	-17%
30	COC(=O)c1ccc(Cn2c(SCc3ccccc3)nc3ccncc32)cc1	3	-3%	·	3%	-10%	-21%	0%	0%	-12%
31	CC(OC(=O)c1ccc2c(=O)n3c(nc2c1)CCCCC3)C(=O)Nc1ccc(F)cc1Cl (stereo not given)	-3	1%	4%	-16%	-4%	1%	53%	-21%	-10%
32	CCOC(=O)C1=C(N)OC2=C(C(=O)CCC2)C1c1ccco1 (stereo not given)	1	-4%	?	-1%	5%	-13%	-21%	21%	3%
33	Cc1ccccc1OCC(=O)N(Cc1ccc(C(C)C)cc1)C1CCS(=O)(=O)C1 (stereo not given)	0	-6%	·	-16%	21%	-4%	12%	10%	-16%
34	Cc1ccccc1N1C(S)=C(C#N)C(=O)NC12CCCCC2	-3	?	0%	0%	?	3%	-15%	3%	-7%
35	CC(C)(C)S(=O)(=O)/C(C#N)=N/Nc1ccc(S(C)(=O)=O)cc1	-8	-7%	-4%	-2%	?	-18%	-2%	-3%	-16%
36	NC(=O)NN=C1CC2CC1C1C=CCC21 (stereo not given)	-7	-1%	·	-7%	-37%	·	·	·	-9%
37	COc1ccc(-c2nc3ccccc3nc2-c2ccccc2)cc1OC	-4	-21%	15%	-13%	16%	-13%	6%	-5%	0%
38	O=C(c1ccc(C(F)(F)F)cc1)N1CCC(=O)N(C(CO)Cc2ccccc2)CC1 (stereo not given)	2	-8%	·	5%	14%	·	·	-2%	-14%
39	CC(C)N1C(=O)CCC1C(=O)N1CCN(c2ccccn2)CC1 (stereo not given)	-6	-2%	1%	-3%	15%	-4%	-26%	19%	0%
40	Cc1ccccc1N=Cc1ccc[nH]1	-7	1%	·	-4%	9%	·	·	-3%	-9%
41	COc1ccc(-c2csc(NC(=O)c3ccccc3Br)c2C(=O)O)cc1	-4	18%	22%	-10%	-2%	-8%	8%	0%	-18%
42	COc1ccccc1NC(=O)Cc1noc(CSc2nnc(C)n2C)n1	-5	4%	1%	-18%	0%	-8%	21%	-1%	-5%
43	Nc1nonc1-n1nnc(C(=O)N/N=C/c2ccoc2)c1CSc1ccc(Cl)cc1	-3	-10%	-10%	-6%	21%	-15%	0%	2%	-15%
44	CCC12C(=O)C(CC)(C(c3ccccc3)=C1c1ccccc1)[C@@H]1C(=O)N(c3ccc(C)cc3)C(=O)C12 (stereo not given in full)	-5	-20%	7%	-5%	31%	9%	38%	1%	-17%
45	Cc1cc(N(CCO)CCO)ccc1N=Nc1cc(F)ccc1F	10	-8%	5%	-13%	2%	-23%	?	-4%	-16%
46	COc1ccc(NS(=O)(=O)c2cc(N)ccc2N2CCCCC2)cc1	2	4%	-19%	-3%	-29%	·	·	-10%	-13%
47	CC(=O)Nc1cccc(C(=O)OCC(=O)N2CCC(c3ccccc3)=N2)c1	-2	-20%	3%	3%	-1%	·	·	2%	-3%
48	COC(=O)CN1C(=O)C2(OCCCO2)c2ccccc21	-11	14%	5%	-9%	13%	-8%	-7%	0%	0%
49	O=C(OCC(=O)N1CCc2ccccc21)c1ccc[nH]c1=O	-3	-8%	-2%	-9%	31%	-10%	40%	-7%	5%
50	Fc1ccc(-c2nc(-c3cccs3)c(-c3cccs3)[nH]2)cc1	3	-13%	·	-7%	8%	5%	8%	7%	-8%
51	c1ccc(-c2ncnc3ccccc23)cc1	-9	-2%	·	-24%	16%	·	·	·	-1%
52	CCOC(=O)[C@H](CCc1ccccc1)N[C@@H](C)C(=O)N1[C@H](C(=O)O)C[C@@H]2CCC[C@@H]21	-6	-18%	-1%[21 µM]	-2%	-3%	·	·	4%	-7%
53	COc1ccccc1C(=O)COC(=O)c1cc([N+](=O)[O-])ccc1N1CCOCC1	-3	-10%	-1%	-2%	1%	·	·	-7%	-17%
54	Cc1nn(C)cc1S(=O)(=O)N1CCN(c2ccc(F)cc2)CC1	-5	?	1%	-20%	-31%	-7%	43%	-8%	-17%

Screening data: PubChem, National Center for Advancing Translational Sciences (NCATS)

The list is partial; the hit share may differ from the screen's.
